Screening data from PubChem BioAssay.
Jurkat NFkB inh = inhibitors of induced NF-kB luciferase reporter, primary screen, TCR NF-kB activation inhibitor project, cell-based, luminescence, uHTS; inhibition, % at 4 µM; Jurkat, PMA/ionomycin-induced NF-kB luciferase reporter; actives 0.53% (n = 330,000)
Apaf-1 inh = inhibitors of human Apaf-1 apoptosome, primary screen, biochemical, DEVD-Rh110 fluorescence, uHTS; reconstituted apoptosome caspase-3 activity; actives 0.71% (n = 330,000); inhibition, % at 20 µM; active = inhibition of at least 40% at 20 µM;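 note: plate controls were DMSO wells for no effect and DEVD-CHO caspase inhibitor wells for full effect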
Target sequence (O14727 whole entry, looked up): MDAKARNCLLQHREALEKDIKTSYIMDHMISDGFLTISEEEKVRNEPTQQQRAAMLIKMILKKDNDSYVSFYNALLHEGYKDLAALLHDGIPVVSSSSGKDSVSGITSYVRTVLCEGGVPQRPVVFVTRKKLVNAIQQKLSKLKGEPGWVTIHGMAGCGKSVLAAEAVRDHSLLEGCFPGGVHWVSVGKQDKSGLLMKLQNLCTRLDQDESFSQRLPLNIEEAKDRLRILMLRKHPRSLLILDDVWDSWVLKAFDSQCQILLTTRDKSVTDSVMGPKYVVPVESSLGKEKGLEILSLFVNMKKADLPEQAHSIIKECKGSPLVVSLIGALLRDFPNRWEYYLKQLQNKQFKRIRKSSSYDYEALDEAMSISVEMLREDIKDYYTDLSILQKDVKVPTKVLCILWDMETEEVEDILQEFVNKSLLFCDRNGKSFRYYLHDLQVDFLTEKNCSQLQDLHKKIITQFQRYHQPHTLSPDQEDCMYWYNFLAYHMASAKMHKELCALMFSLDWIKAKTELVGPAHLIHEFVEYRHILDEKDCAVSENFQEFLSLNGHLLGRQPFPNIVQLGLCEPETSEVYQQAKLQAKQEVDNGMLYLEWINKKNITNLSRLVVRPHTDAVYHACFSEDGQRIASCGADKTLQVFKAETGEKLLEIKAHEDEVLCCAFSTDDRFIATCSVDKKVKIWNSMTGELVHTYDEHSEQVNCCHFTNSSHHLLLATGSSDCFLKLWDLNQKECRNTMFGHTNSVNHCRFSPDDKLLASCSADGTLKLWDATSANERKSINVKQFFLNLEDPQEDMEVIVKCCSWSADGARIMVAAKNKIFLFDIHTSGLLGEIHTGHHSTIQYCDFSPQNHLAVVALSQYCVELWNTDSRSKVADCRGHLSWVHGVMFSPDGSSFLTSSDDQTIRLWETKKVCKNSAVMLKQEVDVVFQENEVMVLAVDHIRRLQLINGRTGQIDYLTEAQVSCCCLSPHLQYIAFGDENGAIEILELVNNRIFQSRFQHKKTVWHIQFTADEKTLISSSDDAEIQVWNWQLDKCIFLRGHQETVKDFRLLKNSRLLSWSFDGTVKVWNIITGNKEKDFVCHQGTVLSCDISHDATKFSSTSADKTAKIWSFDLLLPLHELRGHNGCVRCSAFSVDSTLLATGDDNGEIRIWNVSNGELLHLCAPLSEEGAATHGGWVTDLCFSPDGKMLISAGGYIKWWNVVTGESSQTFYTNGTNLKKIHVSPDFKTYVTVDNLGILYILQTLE
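Medium: Hepes buffer, pH 7.5 / System: biochemical Apaf-1 apoptosome reconstitution / Measured by: Rh110 fluorescence, excitation 480 nm, emission 540 nm / Times: compound with Apaf-1, dATP, procaspase-3 30 min, then 50 min reaction, room temperature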
SENP7 block = SENP7 protease inhibitors, primary screen, biochemical, luminescence, uHTS; recombinant SENP7, Z-RLRGG-aminoluciferin luminescence, 40 min; AID 434973, 2010; actives 1.5% (n = 330,000); Sentrin-specific protease 7 (Homo sapiens), Q9BQF6; inhibition, % at 5 µM;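 active = inhibition above about 50% at the single test dose, limit read from the data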;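 note: plate controls were DMSO with enzyme for no effect and no enzyme buffer wells for full effect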
Gli-Sufu antag = Gli-Sufu pathway antagonists, primary screen, luciferase luminescence, Sufu-KO-LIGHT cells, uHTS; inhibition, % at 5 µM; AID 588413, 2011; actives 0.74% (n = 340,000); Sufu-KO-LIGHT fibroblasts, Gli luciferase reporter luminescence;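 active = inhibition above about 55%, limit read from the data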;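 note: 0% = DMSO-treated cells and 100% = wells with medium but no cells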
SENP8 inh = SENP8 protease inhibitors, primary screen, biochemical, luminescence. actives 1.2% (n = 330,000). Sentrin-specific protease 8 (Homo sapiens), Q96LD8. inhibition, % at 10 µM. purified SENP8, Z-RLRGG-aminoluciferin cleavage
697 NFkB inh = inhibitors of PMA/ionomycin-induced NF-kB reporter, 697 cells, primary screen, B-cell NF-kB inhibitor project, cell-based, luminescence, uHTS; 697 B-cell NF-kB luciferase reporter, 16 h; inhibition, % at 4 µM; actives 0.33% (n = 330,000); AID 435022, 2010; in the data active = inhibition above about 35%
UBC13 polyUb = UBC13 polyubiquitin chain formation inhibitors, primary screen, biochemical, TR-FRET, uHTS. Ubiquitin-conjugating enzyme E2 N (Homo sapiens), P61088. inhibition, % at 20 µM. actives 0.47% (n = 330,000). AID 485273, 2010; in the data active = inhibition above about 45%, passing the limit was not always enough
HKDC1 inhibitor = HKDC1 hexokinase inhibitors, primary screen, biochemical, fluorescence, uHTS; Q2TB90; recombinant HKDC1, G6PDH/diaphorase resazurin coupled fluorescence; inhibition, % at 20 µM; actives 0.16% (n = 340,000);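 active = inhibition above about 35% when tested at 20 µM, limit read from the data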;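 note: plate controls were DMSO wells with enzyme for no effect and DMSO wells lacking enzyme for full effect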
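Material – in-house recombinant HK5 (HKDC1) enzyme · Quantity – HKDC1 at 5 µg/mL · Buffer or medium – pH 8.0 Tris buffer with 10 mM MgCl2 · Reagent – glucose with 1 mM ATP · Dosing – single 20 µM dose · Times – reaction time 90 min, room temperature, protected from light · Technique – resorufin fluorescence at 613 nm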
Active calls of the source: *; · = no result given. Cut-off read from the data, not from the text of the source, unless noted: active = inhibition above about 50%; inactive = the rest.

SMILES	Jurkat NFkB inh	Apaf-1 inh	SENP7 block	Gli-Sufu antag	SENP8 inh	697 NFkB inh	UBC13 polyUb	HKDC1 inhibitor
Cc1ccc(SCCOCCN2CC(C)OC(C)C2)cc1 (centres undefined)	0	-9	-4	18	0	2	-3	-1
COc1ccc(-c2nn(-c3ccccc3)cc2/C=C(\CC(=O)O)c2nc3ccccc3s2)cc1OC	2	14	9	-3	9	-31	8	6
COc1cc(C(=O)NCC(=O)N2CCN(S(=O)(=O)c3cc(C)ccc3C)CC2)cc(OC)c1OC	19	1	-2	8	5	-24	3	-4
Cc1ccc(S(=O)(=O)NC(C(=O)O)c2ccccc2)cc1 (centres undefined)	17	-5	7	-8	5	16	-1	-3
CC(=O)Cc1ccccc1OC(=O)c1ccco1	-9	3	2	7	1	6	4	-8
O=C(CCc1nnc(CCCCc2ccccc2)o1)NCCCc1cccnc1	6	-8	0	3	-1	-6	5	-14
O=C(C1=C[C@H](c2ccc3c(c2)OCO3)C[C@H](OCc2ccc(CO)cc2)O1)N1CCN(Cc2ccc3c(c2)OCO3)CC1	-8	31	5	15	-3	-5	15	2
COc1ccc(NC(=O)CNC(=O)C2CCCCC2)cc1OC	-12	-5	9	-11	-8	19	-7	-2
CCOc1cc(/C=C2/C(=N)N3C(=NC2=O)SN=C3S(C)(=O)=O)ccc1OC(=O)c1ccco1	0	8	-8	-22	6	-22	-36	10
Cc1c(C(=O)O)oc2ccc(S(=O)(=O)N(CC(C)C)CC(C)C)cc12	0	-8	5	-5	6	19	6	2
CCCn1c(C)cc(/C=C(\C#N)C(=O)OCC(=O)Nc2cc(OC)c(OC)c(OC)c2)c1C	-28	-4	0	-28	1	-15	1	-2
COC(=O)[C@]1(CC(C)C)N[C@H](c2ccc(SC3CCCCC3)cc2)[C@@H]2C(=O)N(C)C(=O)[C@@H]21	0	24	-11	-2	11	11	10	-1
O=C(NCCCn1ccnc1)/C(=C\c1cccnc1)NC(=O)c1ccccc1F	7	-5	0	-7	1	19	16	-8
COc1cc(/C=N/NC(N)=O)ccc1OC(=O)c1cccs1	4	-21	7	8	-4	3	10	-2
O=C(Nc1ccc(F)cc1)Nc1ccc(Cl)cn1	-44	-17	8	-37	-2	-37	9	-10
O=C(COc1ccc2c(C(F)(F)F)cc(=O)oc2c1)Nc1ccc(N2CCOCC2)cc1	10	8	14	-3	10	-1	-15	-8
O=C(CCCc1ccccc1)Nc1ccnn1C1CCN(Cc2ccccn2)CC1	-4	2	-3	5	6	-4	-1	4
CCn1c(-c2ccc[nH]c2=O)nc2ccccc21	14	-6	4	0	1	12	18	3
C=CCNC(=S)NCc1cccnc1	14	-5	3	-4	11	16	3	15
COC(=O)C1=C(C)NC(=O)C1(NC(=O)c1ccncc1)C(F)(F)F (centres undefined)	-4	-6	2	1	-4	13	-1	-7
O=C(NCCCN1CCOCC1)c1ccc2c(c1)N(Cc1c(F)cccc1Cl)C(=O)c1ccccc1S2	10	13	-3	23	0	-25	18	7
Cc1cc(OCC(=O)OCC(=O)Nc2cccnc2Cl)ccc1Cl	12	5	-3	-4	7	7	2	0
CC(NC(=O)c1ccccc1)C(=O)OCC(=O)c1ccc(Br)cc1 (centres undefined)	2	-8	4	10	0	16	6	-5
O=C(NCC(c1ccco1)N1CCc2ccccc2C1)C(=O)Nc1ccccc1 (centres undefined)	3	16	-14	-5	-1	-10	-6	-2
COCCCNC(=O)c1cc2cc3cc(OC)ccc3nc2o1	8	1	1	0	-4	3	26	2
COc1ccccc1-c1ccc(/C=C2\C=CC(=O)O2)o1	-11	8	5	-3	6	-2	-27	8
c1cncc(-c2ccnc3ncnn23)c1	9	-13	10	21	-4	16	0	3
CC(C)CC(O)(CC(C)C)C(=O)NNc1ccccc1	17	-8	2	-2	-1	4	8	0
COc1cc(C(=O)N2c3ccccc3CCC2C)cc(OC)c1OC (centres undefined)	6	-4	-8	3	3	-16	3	1
COc1ccc(NC(=O)CSc2nc3ccccc3c(=O)n2Cc2cccs2)c(OC)c1	6	-12	2	·	10	-14	9	·
COc1ccc(C)cc1N(CC(=O)N/N=C/c1ccc2c(c1)OCO2)S(C)(=O)=O	8	1	-3	5	-5	21	4	-12
Cc1ccc(NC(=O)COC(=O)CNC(=O)c2ccc3ccccc3c2)c([N+](=O)[O-])c1	1	8	-7	-3	-10	-10	-4	13
COc1ccc(N=C2C(=Nc3ccc(OC)cc3)N(c3ccc(OC)cc3)C(=S)N2C(=O)c2ccc(OC)cc2)cc1	-8	-5	6	-25	2	12	-105	10
COc1ccc2c(c1OC)C(=O)N1N=C(c3ccc(Cl)cc3)CC21 (centres undefined)	12	4	0	-8	-1	-3	1	-13
CCCSc1nsc(NC(=O)CC)n1	-44	-3	2	-74	-5	-86	8	-9
CN(C)S(=O)(=O)c1cccc(-c2nnc(SCC(=O)NCCCCCC(=O)O)n2-c2ccc(F)cc2)c1	-3	-9	-1	0	-9	-5	-2	2
O=C(O)c1cccc(-c2ccc(/C=N/Nc3nn[nH]n3)o2)c1	-2	2	-3	0	7	-9	-12	0
O=C(NCCOc1ccccc1)c1ncn[nH]1	-2	-2	0	24	1	16	1	-12
O=C(CSc1n[nH]c(-c2ccncc2)n1)c1cccc([N+](=O)[O-])c1	15	-5	1	12	-1	21	0	0
Cn1c2ccccc2n2c(=O)c(=O)n(CC(=O)c3ccc(F)cc3)nc12	-13	6	2	40	-1	-4	6	-5

Rewritten as comma-separated lines: 3 of the compounds above.
mol,Jurkat NFkB inh,Apaf-1 inh,SENP7 block,Gli-Sufu antag,SENP8 inh,697 NFkB inh,UBC13 polyUb,HKDC1 inhibitor
CC(C)CC(O)(CC(C)C)C(=O)NNc1ccccc1,17,-8,2,-2,-1,4,8,0
COc1cc(C(=O)N2c3ccccc3CCC2C)cc(OC)c1OC (centres undefined),6,-4,-8,3,3,-16,3,1
COc1ccc(NC(=O)CSc2nc3ccccc3c(=O)n2Cc2cccs2)c(OC)c1,6,-12,2,·,10,-14,9,·

Other structures.
SMILES	Jurkat NFkB inh	Apaf-1 inh	SENP7 block	Gli-Sufu antag	SENP8 inh	697 NFkB inh	UBC13 polyUb	HKDC1 inhibitor
CC(C)(CO)NCc1cc(Br)ccc1OCc1ccccc1	5	-11	1	-1	11	22	6	-6
Cn1cccc1/C=N/NC(=O)CSc1nc2ccccc2n1C	-14	-13	12	-7	-5	1	-11	-2
CCC(=O)Nc1c2c(nn1-c1ccc(C)cc1C)CSC2	4	-9	-7	-7	8	14	6	10
CC(C)(C)C(=O)OCOC(=O)[C@@H]1N2C(=O)[C@@H](N=CN3CCCCCC3)[C@H]2SC1(C)C	3	-7	5	-10	3	9	16	-6
CC1=C(C(=O)N2CCCCC2)C(c2cccs2)C2=C(CCCC2=O)N1 (centres undefined)	0	-8	1	6	2	6	7	-2
O=c1c2ccccc2nc(COc2ccccc2)n1/N=C/c1ccc(O)cc1O	22	-7	-7	0	-8	-26	-9	-4
COc1ccccc1CCNC(=O)CCn1c(=O)c2cccn2c2ccc(F)cc21	1	2	-4	7	-2	0	1	-2
CCOC(=O)c1c(-c2ccncc2)csc1N	-3	8	21	6	1	-3	-1	3
O=C(Nc1ccc2c(c1)OCCO2)C1CCCN(S(=O)(=O)c2cccnc2)C1 (centres undefined)	4	-2	2	0	1	7	3	-1
CCN(CC)CCCNC(=O)C1CCN(C(=O)c2oc3cc4sc(N(C)C)nc4cc3c2C)CC1	-46	-1	16	1	0	-24	-3	5
O=C(CSc1ccc2nnc(-c3ccncc3)n2n1)Nc1ccccc1F	3	-4	10	4	11	-4	0	2
O=C(CSc1nnc(-c2ccc(F)cc2)c2ccccc12)NCC1CCCO1 (centres undefined)	10	1	-5	-6	0	-2	10	10
CCc1noc(C)c1C(=O)OCC(=O)c1ccccc1OC	-5	10	2	7	-9	-1	2	6
C=C(C)Cn1c(SCC(=O)N/N=C/c2cccc(O)c2)nc2ccccc2c1=O	-1	-1	-6	2	-1	-5	13	12
Cc1cc(C)c(S(=O)(=O)N2CCCCC2CCNC(=O)C(=O)NCc2ccco2)c(C)c1 (centres undefined)	23	11	-1	10	-3	-1	-3	7
C=CCC[C@@H](Cc1ccc(F)cc1)C(=O)OC[C@@H](Cc1c[nH]c2ccccc12)NC(=O)[C@H](CC=C)CC(=O)N[C@H](CO)Cc1ccccc1	-1	17	-16	3	-11	-14	-24	-3
Cc1cc(C)n(-c2nc3ccccc3nc2N2CCN(S(=O)(=O)c3ccc(F)c(C)c3)CC2)n1	0	17	-6	17	-7	-10	8	4
O=C(Cn1nnc(-c2ccccc2F)n1)OCC(=O)c1ccccc1	6	3	-2	2	-9	3	6	-10
O=C(Nc1c(C(=O)N2CCOCC2)cnn1-c1ccccc1)c1ccc([N+](=O)[O-])cc1	12	2	-4	-1	-1	-12	-1	-3
Cc1ccc(NC(=O)CN(C)C(=O)COC(=O)COc2ccc(C#N)cc2)cc1	0	3	4	-8	-8	9	16	-5

Sorted by molar mass (ascending): three of the compounds above.
SMILES	Jurkat NFkB inh	Apaf-1 inh	SENP7 block	Gli-Sufu antag	SENP8 inh	697 NFkB inh	UBC13 polyUb	HKDC1 inhibitor
COC(=O)C1=C(C)NC(=O)C1(NC(=O)c1ccncc1)C(F)(F)F (centres undefined)	-4	-6	2	1	-4	13	-1	-7
Cc1cc(OCC(=O)OCC(=O)Nc2cccnc2Cl)ccc1Cl	12	5	-3	-4	7	7	2	0
Cc1ccc(NC(=O)CN(C)C(=O)COC(=O)COc2ccc(C#N)cc2)cc1	0	3	4	-8	-8	9	16	-5

The list continues.
SMILES	Jurkat NFkB inh	Apaf-1 inh	SENP7 block	Gli-Sufu antag	SENP8 inh	697 NFkB inh	UBC13 polyUb	HKDC1 inhibitor
CC(C)C[C@@H](CO)N1CCN(CCCc2ccccc2)CCC1=O	6	-4	5	-2	-1	5	4	-5
Cc1ccnc(SCc2cc(=O)c(OC(=O)c3ccc(S(=O)(=O)N4CCCC4)cc3)co2)n1	-5	-7	-2	3	0	15	10	3
CC(C)CC1(C(=O)O)NC(c2ccccc2O)C2C(=O)N(C(C)C)C(=O)C21 (centres undefined)	10	-8	-1	2	3	0	8	-6
O=C(Nc1ccccc1)N(Cc1ccccc1)CC(O)C(F)(F)F (centres undefined)	1	0	5	7	-10	0	3	3
CCN1CCN(C(=O)C2CCC(CNS(=O)(=O)c3ccccc3)CC2)CC1 (centres undefined)	-4	-27	-2	5	-5	-8	4	-9
COc1ccc(C(=S)N2CCCCCC2)cc1	-5	23	-3	7	-5	-14	-10	-5
c1ccc(CNc2ncnc3c2ncn3C2CCCCO2)cc1 (centres undefined)	-63	6	6	-45	-19	-74	4	6
CSc1nnc(-c2cccs2)n1-c1ccccc1	0	-22	3	43	2	1	-2	-11
COc1ccc(OC)c(NC(=O)c2cn(C)c(=O)c3cc(OC)c(OC)cc23)c1	-8	16	-6	10	-6	-2	-3	9
COc1ccc(CC(=O)NCCc2ccc(OC)c(OC)c2)cc1	-28	0	9	-10	9	-12	-5	-1
O=C(Nc1cccc(S(=O)(=O)N2CCCC2)c1)c1cc(=O)[nH]c2ccccc12	15	-2	3	·	2	7	5	1
COc1ccc(-n2nnc3c(=O)n(CC(=O)NCC4CCCO4)cnc32)cc1 (centres undefined)	8	-2	5	2	4	17	3	-5
CCCCNC(=O)C(C1CCCCC1)N(CCN(C)C)C(=O)CCCN1C(=O)NC(c2ccc(-c3ccccc3)cc2)C(C(=O)OCc2ccccc2)=C1C (centres undefined)	·	64*	9	·	·	22	·	-4
COc1ccc(C2NC(=O)c3ccccc3N2)cc1 (centres undefined)	-102	4	33	-41	3	-58	17	-7

An unsorted share of the library; 3.6% or so of the library scored in one or more.
